Assay outcomes from PubChem BioAssay.
TAG inh: inhibitors of triacylglycerol accumulation; H9c2 cells, Nile Red lipid (TAG) fluorescence; cells loaded with 200 µM oleic acid; AID 651582; 0.66% of 230,000 active; inhibition, % at 12.5 µM;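 active means pattern-corrected inhibition of lipid staining of at least 50% with the nuclear-stain viability signal not falling by more than 50%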;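 further: 0% = DMSO wells and 100% = triacsin C control wells; some results filed as inactive read as strong as hits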
TAG inh DAPI viability: further read-out of TAG inh, marked with its call; DAPI nuclei signal change (viability), lower = more cytotoxic, %;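 whole-well DAPI fluorescence read on a plate reader as a viability signal; minus 50 percent equals half of cells still viable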
Starred values were filed as active, the others as inactive; i = inactive. The list is partial; count on the stated rates, not on these rows.

A first look, three compounds:
SMILES	TAG inh	TAG inh DAPI viability
COC(=O)c1ccc(CSc2nnc(CNC(=O)COc3ccc(Cl)cc3)o2)o1	-7.4	1.4
O=C(Oc1c(CN2CCOCC2)cc(Cl)c2cccnc12)c1ccccc1Cl	109.5	-76.5
CC(C)NC(=O)c1ccccc1NC(=O)C(C)Oc1ccccc1 (stereo unspecified)	-0.9	8.1

The listing (from the top)
SMILES	TAG inh	TAG inh DAPI viability
COC(=O)c1ccc(CSc2nnc(CNC(=O)COc3ccc(Cl)cc3)o2)o1	-7.4	1.4
O=C(Oc1c(CN2CCOCC2)cc(Cl)c2cccnc12)c1ccccc1Cl	109.5	-76.5
CC(C)NC(=O)c1ccccc1NC(=O)C(C)Oc1ccccc1 (stereo unspecified)	-0.9	8.1
CCOC(=O)C1(Cc2ccccc2C(F)(F)F)CCN(C(C)CCn2cccn2)CC1 (stereo unspecified)	-17.1	-5.4
CCOC(=O)Cn1c(=O)oc2cc(S(=O)(=O)N(C)Cc3ccco3)ccc21	-15.2	6.1
O=C1OC[C@@H]2CCCN2C(=O)[C@@H](CC(=O)N(CCO)Cc2ccccc2)C/C=C\C[C@H]1Cc1ccc(F)cc1	-3.3	4.5
CC(C)CC(NC=C1C(=O)OC(C)(C)OC1=O)C(=O)O (stereo unspecified)	6.4	4.5
Cc1ccc2cc(CCNC(=O)Cc3cccs3)c(=O)[nH]c2c1	5.9	3.2
CC1Cc2ccccc2N1C(=O)C1CCCN(S(=O)(=O)c2cccc3nsnc23)C1 (stereo unspecified)	-13.9	-11.1
CN(C)/C=N/C(=S)Nc1ccc(Cl)cc1Cl	15.9	1.1
O=C(CSCc1cccc(Cl)c1)OCc1nc2ccsc2c(=O)[nH]1	6.4	-5.0
COc1ccc(C2=NN(S(C)(=O)=O)C(c3ccc4nccnc4c3)C2)cc1 (stereo unspecified)	-28.6	0.4
Cc1ccc(F)cc1NC(=O)COC(=O)C1CCN(c2ccc(C(F)(F)F)cn2)CC1	-3.8	-0.7
CCC1C(=O)NCCN1Cc1nc(-c2ccc(C)s2)oc1C (stereo unspecified)	3.2	14.2
Nc1nnnn1CC(=O)N/N=C/c1ccccn1	2.5	-4.7
CCOC(=O)N1CCC(NC(=O)C2=CCN(S(=O)(=O)c3ccc(OC)cc3)CC2)CC1	-13.4	3.8
CNC(=S)N1N=C(c2ccc(C)cc2)CC1c1ccc(N(C)C)cc1 (stereo unspecified)	-9.3	6.8
CS(=O)(=O)c1cccc(-c2nnc(NC(=O)C3=COCCO3)o2)c1	15.2	6.8
O/N=C/c1ccccc1Oc1ccc(Cl)cc1	10.8	-9.3
COCCSc1nc(N)c2c3c(sc2n1)CN(C)CC3	12.1	-7.6
c1ccc(OCCOc2cccc3cccnc23)cc1	-21.1	-2.0
CCCn1c(=O)c(C(=O)NNC(=O)c2cccc([N+](=O)[O-])c2)c(O)c2ccccc21	17.2	2.8
Cc1nnc(-c2cnn(C)c2N)n1Cc1cccc(Cl)c1	-0.1	-4.8
COCCNC(=O)C1CCCN(Cc2ccc(C)cc2)CC1 (stereo unspecified)	1.3	2.2
Cc1nnc(SCC(=O)NC23CC4CC(CC(C4)C2)C3)n(N)c1=O	22.1	-8.9
COc1ccc(OCC(=O)NNC(=O)c2ccccn2)cc1	13.9	-7.7
O=C(O)C1CCN(C(=O)COc2ccc3c4c(c(=O)oc3c2)CCC4)CC1	1.3	-2.0
O=C(O)C1CSC(c2ccc(O)c([N+](=O)[O-])c2)N1 (stereo unspecified)	-5.7	2.3
Cc1ccc(C(=O)CC(C(=O)O)n2cccn2)cc1 (stereo unspecified)	-0.6	-4.9
COc1cc(NC(=O)c2ccc3c(c2)OCO3)ccc1NC(=O)c1cccs1	20.5	0.0
Cc1cccc(OCC(=O)O/N=C(\N)c2ccccn2)c1C	-51.9	7.9
CC1CN(C(=O)COC(=O)/C=C/c2ccccc2)CC(C)O1 (stereo unspecified)	10.0	-6.5
Cc1cccc(N2C(=O)C(O)=C(C(=O)c3cccs3)C2c2cccc(Oc3ccccc3)c2)n1 (stereo unspecified)	-4.8	-1.5
CCN1CCN(C(=O)Cn2nc(-c3ccc(Cl)cc3)ccc2=O)CC1	6.3	-2.8
O=C(/C=C/c1cc([N+](=O)[O-])ccc1OC(F)F)NCc1ccc(Cl)cc1	-29.8	-0.9
O=C(OCC(=O)N1CCN(C(=O)c2ccco2)CC1)c1cncc(Br)c1	-19.9	0.5
COc1cc2nc(=S)n3[nH]c(CCn4c(C)nc5ccccc54)nc3c2cc1OC	4.4	-8.2
Cc1ccc(NC(=O)COC(=O)Cn2c(C)csc2=O)cc1S(=O)(=O)N1CCOCC1	10.8	-1.6
COc1cc(NC(=O)c2ccccc2)c(OC)cc1NC(=O)Cc1ccccc1	3.9	1.7
CCc1nnc(NC(=O)CCC(=O)Nc2ccccc2)s1	5.3	0.4
CCc1cc(CNC(=O)C2CCC(=O)N(CCc3ccc(OC)cc3)C2)on1 (stereo unspecified)	2.2	3.2
CC(=O)N1CCc2cc(C(=O)CN3CCN(c4ccccn4)CC3)ccc21	1.1	-7.6
COCCN(CC(=O)NCc1ccc2c(c1)OCO2)C(=O)CCC(=O)Nc1nccs1	6.7	-4.6
O=C(c1ccccc1)c1ccc(OCCCCN2CCCCC2)cc1	7.2	0.3
COc1ccccc1-c1sc2ccccc2c1-c1ccccc1OC	-7.3	0.0
CC(NC(=O)CN1CCN(C(=O)c2cccs2)CC1)c1ccc(F)cc1F (stereo unspecified)	-1.7	8.9
COc1ccc(/C=C/c2c(-c3cccc(C)c3)oc3ccc(N4CCOCC4)cc23)cc1	27.0	i
CCOC(=O)N1CCN(S(=O)(=O)c2c(C)cc(C)cc2C)CC1	7.9	7.6
Cc1ccc(CNC(=O)c2ccccc2NC(=O)CSc2nnnn2C)cc1	-1.6	4.2
CN(CCOc1ccccc1)C(=O)C1CCN(C(=O)c2ccc(F)cc2)CC1	-19.9	-0.6
COc1cccc(CNC(=S)Nc2cc(OC)ccc2OC)c1	7.5	2.4
COc1ccc(/C(N)=N/OC(=O)CCC2CCCC2)cc1	2.1	-1.5
Oc1ccc(-c2csc(Nc3ncccn3)n2)cc1	9.5	3.9
O=C(N/N=C\c1cc([N+](=O)[O-])ccc1N1CCOCC1)c1ccccn1	-12.7	7.4
CCOc1ccc(NC(=O)CC2C(=O)N(c3ccc(OC)cc3)C(=O)N2Cc2ccc(OC)cc2)cc1 (stereo unspecified)	11.1	-0.7
CCn1cc(C(=O)NCC2CCCO2)c(=O)c2cc(S(=O)(=O)N3CCC(C)CC3)ccc21 (stereo unspecified)	7.1	-7.5
O=C(COc1coc(CN2CCc3ccccc3C2)cc1=O)Nc1cccc([N+](=O)[O-])c1	10.4	-16.5
Cn1cc(C(=O)Nc2cccc(F)c2)cn1	-1.9	-6.8
O=c1oc2cc(Br)ccc2n1CSC1=NCCS1	-26.3	4.1
Cc1ccc(Cl)c(NC(=O)CSc2cccc[n+]2[O-])c1Cl	8.6	3.6

Next part; the last two above are carried over.
SMILES	TAG inh	TAG inh DAPI viability
O=c1oc2cc(Br)ccc2n1CSC1=NCCS1	-26.3	4.1
Cc1ccc(Cl)c(NC(=O)CSc2cccc[n+]2[O-])c1Cl	8.6	3.6
CCOC(=O)CON1C(=O)C(C)(C)N(OCC(=O)OCC)C(=O)C1(C)C	-6.1	11.6
C=CCNc1nc2c(c(=O)n(C)c(=O)n2C)n1CCCCCC	-79.8	11.1
COc1cccc(-n2c(SCC(=O)NC3CCCC3)nnc2-c2ccco2)c1	13.7	-14.3
O=C1NC(c2cccc(OCc3ccccc3)c2)Nc2ccccc21 (stereo unspecified)	29.8	-7.5
C=CCC(C)(NCc1ccccc1)c1ccccc1 (stereo unspecified)	1.9	10.0
CC(C)(C)NC(=O)C1CCN(S(=O)(=O)c2ccc(Br)cc2)CC1	-5.8	-4.1
COc1cc(-c2noc(C)n2)cc(OC)c1OC	-4.1	-0.7
CC1=C(C#N)C(Nc2cccc(C)n2)(C(F)(F)F)C(=O)N1 (stereo unspecified)	5.0	-14.7
CCOc1ccc(CNS(=O)(=O)c2c(C)nc3sccn3c2=O)cc1OC	-4.3	8.4
CCCn1c(=O)c(C(=O)NCc2ccco2)c(O)c2ccccc21	10.5	3.1
CCOC(=O)[C@@H]1[C@H]2COc3ccc(Br)cc3[C@H]2N2C(=O)N(c3ccc(OC)cc3)C(=O)[C@]12C	3.8	-9.4
CSc1nc2ccc(NC(=O)COc3ccccc3F)cc2s1	10.1	-1.3
CC1(C(=O)NS(=O)(=O)c2ccc(F)cc2F)CCN1C(=O)C1(c2ccc(Cl)cc2)CC1 (stereo unspecified)	16.6	-8.0
CCN(CC)CCN1C(=O)C(=O)/C(=C(/O)c2ccc(OC(C)C)cc2)C1c1ccncc1 (stereo unspecified)	-9.8	0.1
CC(C)(C)NC(=O)NC(=O)CN1CCN(Cc2ccccc2)CC1	6.2	-9.8

Some of the entries so far, bar-delimited:
Molecule | TAG inh | TAG inh DAPI viability
CCOC(=O)CON1C(=O)C(C)(C)N(OCC(=O)OCC)C(=O)C1(C)C | -6.1 | 11.6
COc1cccc(-n2c(SCC(=O)NC3CCCC3)nnc2-c2ccco2)c1 | 13.7 | -14.3
CCCn1c(=O)c(C(=O)NCc2ccco2)c(O)c2ccccc21 | 10.5 | 3.1

Further records.
SMILES	TAG inh	TAG inh DAPI viability
CC(=O)c1cccc(NC(=O)C2C3C=CC(C3=C(c3ccccc3)c3ccccc3)C2C(=O)O)c1 (stereo unspecified)	-3.9	14.5
COc1ccc(CCC(=O)OCC(=O)N(C)c2c(N)n(Cc3ccccc3)c(=O)[nH]c2=O)cc1	-1.9	-4.7
O=C(CSc1ccccc1)Nc1ccc(S(=O)(=O)Nc2ncccn2)cc1	4.0	-2.6
CCOc1cc(N2CCOCC2)c(OCC)cc1NC(=O)C(C)C	-4.4	1.2
COc1ccc2[nH]c3c(=O)n(CCCN4CCOCC4)cnc3c2c1	5.2	7.7
O=C(O)CSc1ncn[nH]1	2.1	-6.7
Cc1nc(N)sc1-c1csc(Nc2ccc(S(N)(=O)=O)cc2)n1	-6.3	7.8
O=C(C1CCC(CNS(=O)(=O)c2ccc(F)cc2)CC1)N1CCOCC1 (stereo unspecified)	-6.8	-1.5
COc1ccccc1-n1cnc2cc(NCc3ccccc3O)ccc21	-0.4	5.5
COc1cc(/C=C/C(=O)O)cc(S(=O)(=O)NCC2CCCO2)c1OC (stereo unspecified)	0.1	1.4
COc1ccc(NC(=O)N(C)C[C@H]2Oc3ccc(NS(=O)(=O)c4cccs4)cc3C(=O)N([C@@H](C)CO)C[C@@H]2C)cc1	-2.6	-3.9
CC(C)(C)C(=O)Nc1ccc(C(=O)N/N=C/C2CC3C=CC2C3)cc1 (stereo unspecified)	-3.1	5.8
O=C(Cn1c(=O)oc2cc(S(=O)(=O)N3CCCCC3)ccc21)N1CCc2ccccc21	8.0	0.2
CCCC1CCc2c(sc(NC(=O)OCC)c2C#N)C1 (stereo unspecified)	10.1	-1.3
COc1cccc(C(=O)NCC(c2cccnc2)N2CCN(c3ccccc3OC)CC2)c1 (stereo unspecified)	-14.9	-7.4
Cc1ccc(COc2coc(CN3CCN(C(=O)c4ccco4)CC3)cc2=O)cc1	6.8	-11.4
S=C(NCc1ccco1)Nc1ccc(Cl)cn1	6.3	-1.3
O=C(O)CCN1C(=O)/C(=C\c2ccc(OCc3ccccc3)c(OCc3ccccc3)c2)SC1=S	-0.3	-2.7
COc1ccc(C(=O)Nc2ccccc2N2CCOCC2)cc1S(=O)(=O)N1CCOCC1	17.8	-2.9
COc1ccc(S(=O)(=O)N(C)CC(=O)N2CCCCCC2)cc1OC	3.1	-7.1
COc1ccccc1-n1c(SCC(N)=O)nc2sc3c(c2c1=O)CCC3	3.6	0.1
CCOc1ccc(N2C(=O)CC(Sc3ncccn3)C2=O)cc1 (stereo unspecified)	9.0	-7.5
Cc1ccc(NCCCn2cnc3c(OCc4ccccc4)ncnc32)cc1C	4.6	0.4
COCCNc1nc(C)c(C(C)=O)s1	0.2	-10.3
CC1CCCN(C(=O)c2ccc(COc3ccccc3Br)cc2)C1 (stereo unspecified)	20.2	11.7
COCCSc1ccccc1C(=O)Nc1ccc2c(c1)OCCO2	21.5	-17.5
COc1ccc(C2OCC3(CO2)SC(=O)NC3=O)cc1 (stereo unspecified)	17.1	12.2
O=S1(=O)CCO[C@H]2Cc3ccccc3[C@H]2N1Cc1ccccc1F	-6.5	1.5
O=S(=O)(c1ccc2c(c1)CCCN2)N1CCCC1	-3.3	7.0
Cc1ccc(NC(=O)CN(C)CC(=O)Nc2cccc(F)c2)cc1[N+](=O)[O-]	-25.8	3.5
Cc1ccc(CS/C(Nc2ccccc2C)=C(\C#N)C(=O)NCc2ccco2)c(C)c1	-11.2	-2.9
COCCNC(=O)C1(C)CCCN(C(=O)Cc2ccc3ccccc3c2)C1 (stereo unspecified)	1.3	2.8
Cc1ccc(S(=O)(=O)N2C[C@@H]3[C@H]4CC[C@H](C4)[C@@H]3[C@@H](C)[C@H]2c2ccn(Cc3ccccc3)c2)cc1	-16.9	9.3
Cn1nc(OC(=O)Nc2ccc(F)cc2)cc1C(F)(F)F	9.5	-4.0
Cc1cc(C)c(NC(=O)Cn2nnc(C(=O)NCc3cccs3)c2N)c(C)c1	-0.4	15.0
Cc1ccc(S(=O)(=O)Nc2ccc3c(c2)nc(CCN2CCOCC2)n3C)cc1	1.0	-2.5
COC(=O)CCC(=O)Nc1cccc([N+](=O)[O-])c1	21.5	-10.9
CC(=O)OCc1c(C)cc(C)c(/C=C(/C#N)C(N)=O)c1C	-4.8	6.0
CC1(C)CNc2cc(N)ccc2S1	9.0	-14.1
CC1CCC2(CC1)NC(=O)N(CC(=O)c1ccc(Cl)s1)C2=O (stereo unspecified)	-17.1	-9.6
Cc1ccc(CCC(=O)Nc2ccc(CC(=O)O)cc2)o1	-5.1	-11.8
CCCc1c(NC(=O)Nc2ccc(F)cc2)cnn1-c1ccc(Cl)cc1	-8.8	-4.7
CCOCCCNc1nc2c(C)cccn2c(=O)c1/C=C1\SC(=S)N(C(C)CC)C1=O (stereo unspecified)	i	-2.4
